PI5P4K alpha inh – inhibitors of human PI5P4K alpha. AID 652105. hit rate 1.2% among 330,000. P48426. PI5P4Kalpha enzyme, ADP-Glo luminescence, 60 min; hits give low values. max response, %; active = max response of -50% or lower; inconclusive = between -30% and -50%; inactive = -30% or higher; note: value at the top dose of about 77 µM; % is set by controls: 0 for no effect and ±100 for the full control effect
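ADP-Glo luminescence end-point read after a 60 min room-temperature kinase reaction of PI5P4Kalpha plus substrate, initiated with ATP at 5 microM final. Buffer: 0.038 M HEPES pH 7.4, EGTA, 0.1% CHAPS, 5% DMSO.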
EPAC1 ag – activates human EPAC1 exchange factor. Potency, µM (top dose mostly 154 µM), inactives show at the top dose activation, most hits filed as activators. O95398. AID 720707. EPAC1 agonist qHTS, biochemical assay; response scale: 100% = response to 6.5 mM cAMP. hit rate 0.073% among 360,000; note: potency is the fitted concentration of half-maximal effect; nearly all actives have a fitted effect of over 60% in size
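Normalized to 6.5 mM cAMP, activity reflects EPAC1-catalysed release of BODIPY-GDP from Rap1B, followed kinetically over 30 min at 480 nm excitation, 540 nm emission. Reaction contained 100 nM EPAC1, 250 nM Rap1B-BODIPY-GDP, 50 uM GDP.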
EPAC1 antag – EPAC1 (human) antagonism. AID 720709. hit rate 0.14% among 360,000. O95398. EPAC1 GEF assay, Rap1b-BODIPY-GDP exchange fluorescence. Potency, µM (top dose mostly 115 µM), for the others: at the top dose activity change, negative = inhibition, most hits filed as inhibitors;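 note: potency is the fitted concentration of half-maximal effect; plate controls were vehicle for no effect and positive control for full effect; nearly all actives have a fitted effect of over 50% in size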
PLK1 PBD block – blocks phosphopeptide binding to human PLK1 polo-box domain; Plk1 PBD binding of FITC phosphopeptide, fluorescence polarization; Potency, µM, without a hit: max response, negative = inhibition, actives largely listed as inhibitors; hit rate 2.8% among 360,000; note: potency is the fitted concentration of half-maximal effect; series mostly up to about 57 µM; % is set by controls: 0 for no effect and ±100 for the full control effect; nearly all actives have a fitted effect of over 65% in size
EPAC2 antag – blocks human EPAC2 exchange factor. Q8WZA2. EPAC2 GEF exchange of Rap1B-BODIPY-GDP, fluorescence. Potency, µM (highest dose often 114 µM), for inactives: at the highest dose activity, negative = inhibition, most hits filed as inhibitors. hit rate 0.18% among 360,000. AID 720708; note: potency is the fitted concentration of half-maximal effect; % is set by controls: 0 for no effect and ±100 for the full control effect; nearly all actives have a fitted effect of over 45% in size; many of its hits are not listed in these tables
Target sequence (Q8WZA2 whole entry, looked up): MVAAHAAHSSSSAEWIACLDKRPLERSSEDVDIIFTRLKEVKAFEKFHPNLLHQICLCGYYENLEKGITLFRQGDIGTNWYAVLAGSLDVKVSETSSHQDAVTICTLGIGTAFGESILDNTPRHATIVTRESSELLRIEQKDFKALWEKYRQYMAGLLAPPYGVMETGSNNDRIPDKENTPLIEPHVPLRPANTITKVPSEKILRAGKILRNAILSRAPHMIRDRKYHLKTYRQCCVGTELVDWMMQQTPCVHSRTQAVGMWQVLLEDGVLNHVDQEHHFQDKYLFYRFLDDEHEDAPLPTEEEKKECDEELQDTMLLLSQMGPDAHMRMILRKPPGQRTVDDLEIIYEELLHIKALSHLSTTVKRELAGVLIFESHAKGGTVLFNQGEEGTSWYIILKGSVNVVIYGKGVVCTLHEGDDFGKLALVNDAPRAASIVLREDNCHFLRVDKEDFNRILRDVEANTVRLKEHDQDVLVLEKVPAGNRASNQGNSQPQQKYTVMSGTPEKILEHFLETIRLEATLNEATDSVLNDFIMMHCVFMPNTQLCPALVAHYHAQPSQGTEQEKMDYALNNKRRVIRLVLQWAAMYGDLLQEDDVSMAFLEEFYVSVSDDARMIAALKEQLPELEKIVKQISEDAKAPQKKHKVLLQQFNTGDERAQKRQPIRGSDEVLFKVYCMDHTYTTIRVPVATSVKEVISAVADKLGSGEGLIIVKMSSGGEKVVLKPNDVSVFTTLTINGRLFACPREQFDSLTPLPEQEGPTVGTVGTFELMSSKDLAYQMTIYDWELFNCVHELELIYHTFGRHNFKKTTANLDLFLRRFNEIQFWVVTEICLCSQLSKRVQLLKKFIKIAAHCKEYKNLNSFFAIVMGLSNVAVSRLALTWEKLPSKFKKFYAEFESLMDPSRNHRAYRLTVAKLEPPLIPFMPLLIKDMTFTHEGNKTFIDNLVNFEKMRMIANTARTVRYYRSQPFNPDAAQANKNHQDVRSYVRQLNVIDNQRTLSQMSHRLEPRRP
WRN helicase inh – inhibitors of human WRN helicase. WRN helicase unwinding, fluorescent forked duplex, kinetic. Potency, µM (titrated, usually from 114 µM), without a hit: at the top dose activity change, negative = inhibition, most hits filed as inhibitors. hit rate 0.46% among 360,000. AID 651768; note: potency is the fitted concentration of half-maximal effect; % is set by controls: 0 for no effect and ±100 for the full control effect; nearly all actives have a fitted effect of over 55% in size
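WRN at 20 nM final was preincubated with compound for 15 min at room temperature; reaction started with 100 nM forked duplex oligonucleotide carrying fluorophore and quencher plus 2 mM ATP (final). Unwinding followed kinetically by red fluorescence (ex 525/em 598 nm).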
MmCpn inh – M. maripaludis TRiC chaperonin inhibition; purified Mm-Cpn ATPase, ADP Transcreener TR-FRET; Potency, µM (series often up to 76.9 µM), inactives show at the top dose activity, negative = inhibition, most hits filed as inhibitors; hit rate 0.031% among 330,000; note: potency is the fitted concentration of half-maximal effect; % is set by controls: 0 for no effect and ±100 for the full control effect; nearly all actives have a fitted effect of over 80% in size
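ATPase read-out: TR-FRET ADP immunoassay (anti-ADP Eu cryptate vs ADP-d2), ex 320 nm, em 590/665 nm; signal drops as ADP forms. Enzyme 25 nM, ATP 10 uM, 30 min at 37°C after 10 min compound preincubation.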
CCT chaperon mod – modulators of cytosolic chaperonin (CCT/TRiC) activity; activity change, % (no concentration beside the values), hits read low; hit rate 0.3% among 360,000; purified chaperonin ATPase assay, HTRF ADP detection, 30 min; in the data active = activity change below about -30%; note: % is set by controls: 0 for no effect and ±100 for the full control effect
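Nucleotide hydrolysis assay: TRiC at 20–40 nM final (set by batch activity) with 10 uM ATP, 30 min at 37 °C, in presence of 76 uM compound. Detection by competitive ADP HTRF, 30 min ambient.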
Numbers without * were called inactive; ? = inconclusive; . = not tested or not shown; & = joins results of further samples; [ ] = another dose, or the depositor's remark. Unless noted, calls come from the whole dose curve; as a rule, active = well fitted curve in the direction sought with a large enough effect; inconclusive = small, poorly fitted or top-dose-only effect, or another doubt; inactive = no such curve, though single readings can be large; an effect the other way counts as inactive or inconclusive. A portion of the library. The share of hits here may be higher or lower than overall.

SMILES	PI5P4K alpha inh	EPAC1 ag	EPAC1 antag	PLK1 PBD block	EPAC2 antag	WRN helicase inh	MmCpn inh	CCT chaperon mod
COc1ccc(C(C)=O)cc1COC(=O)Cc1cc(OC)c(OC)c(OC)c1	6	0%	-23%	-22%	-7%	5%	1%	-0.1
COc1ccc(N(CC(=O)N/N=C/c2cccc(OC)c2OC)S(=O)(=O)c2ccccc2)cc1	5	7%	-17%	-13%	-13%	0%	-2%	-4.2
CC(C)c1ccc(S(=O)(=O)N2CCN(CCC(=O)Nc3ccc(N(C)C)cc3)CC2)cc1	6	-20%	-6%	1%	-6%	-8%	-1%	-0.8
Clc1ccc(-c2ccc(CNCC3CCCO3)o2)cc1 (stereo not drawn)	2	5%	-2%	0%	3%	-3%	-1%	-0.1
Cc1cc(Cl)ccc1NC(=O)CCC(=O)N/N=C/c1cccnc1	1	-3%	-18%	-2%	7%	11%	0%	-2.0
O=C1CCN(CCc2ccccc2)CCN1[C@H](CO)c1ccccc1	10	5%	8%	-7%	2%	0%	0%	-2.9
COc1ccc(C(=O)Cn2cc[n+](C)c2)cc1	3	5%	-8%	-9%	0%	-27%	0%	-2.5
CCCSc1cc(NCCOC(C)=O)c([N+](=O)[O-])c2nonc12	3	-13%	-8%	?	4%	16%	1%	-2.5
COc1ccc(C(=O)Nc2cc([N+](=O)[O-])ccc2N2CCN(C)CC2)cc1	.	-3%	9%	-4%	8%	9%	1%	-1.4
CCOc1ccc(CN2C(=O)c3ccccc3C2=O)cc1C(=O)N1CCC(C(N)=O)CC1	4	5%	1%	-9%	0%	-35%	3%	-4.4
COc1ccc(CNC(=O)C2CCN(C(=O)c3sccc3-n3cccc3)CC2)cc1	0	-4%	6%	-8%	0%	10%	-1%	0.0
COc1ccccc1NC(=O)C1CCCN(S(=O)(=O)c2ccc3c(c2)CC(C)N3C(C)=O)C1 (stereo not drawn)	1	5%	15%	-1%	2%	-6%	1%	-1.2
O=C(CN1CCCC1)N1CCCc2c1c(=O)oc1ccc(OCc3ccccc3)cc21	.	-4%	-5%	-2%	11%	-7%	0%	2.1
CCn1cnc2cc(NCc3ccc(Br)cc3)ccc21	0	0%	4%	-10%	3%	9%	-1%	-1.9
Cc1ccc(S(=O)(=O)N2CCN(C(=O)COC(=O)/C=C/c3ccccc3)CC2)c(C)c1	0	9%	-12%	-9%	-10%	-1%	1%	0.0
Cc1ccc(S(=O)(=O)NCC(=O)OCc2nnc(-c3ccccc3)o2)cc1	-11	-3%	15%	-2%	3%	-16%	0%	0.5
O=c1[nH]c2ccc(Cl)cc2c(=O)n1Cc1ccco1	-2	1%	-6%	-13%	6%	4%	1%	-1.6
O=c1c2ccccc2cnn1-c1nc2ccccc2[nH]1	-50*	10%	-8%	-27%	0%	-2%	-2%	2.2
CCN1CCCC1CNC(=O)c1cc(COc2ccc(C)c(C)c2)on1 (stereo not drawn)	0	0%	2%	?	-1%	-2%	0%	-0.1
Cc1ccc(C(=O)NC(=S)Nc2ccc(N3CCOCC3)cc2)c(C)c1	-2	-10%	-1%	-11%	-10%	-14%	0%	0.7
Cc1ccc(C)c2[nH]c(=O)c(CCNC(=O)c3ccc(Br)o3)cc12	.	1%	-5%	-4%	8%	1%	.	-1.8
O=C(CSc1nnc(SCc2ccc(Cl)cc2)s1)N1CCOCC1	0	0%	0%	-2%	4%	2%	-4%	-2.9
Cc1ccc(N(C)C(=O)C2CCCN2S(=O)(=O)c2ccc3c(c2)n(C)c(=O)c(=O)n3C)cc1 (stereo not drawn)	-12	11%	-17%	?	12%	-6%	0%	-5.7
COC(=O)Nc1ccc(S(=O)(=O)N2CCCC(C(=O)NC3CCCCC3)C2)cc1 (stereo not drawn)	1	0%	-19%	-10%	-6%	-19%	5%	1.4
CCN1CCN(CC(O)COC(c2ccccc2)c2ccccc2)CC1 (stereo not drawn)	0	0%	6%	0%	5%	2%	-1%	1.3
COc1ccc(CNC(=O)CN(C(=O)c2csnn2)c2cccc(F)c2)cc1	2	-2%	-20%	-2%	5%	3%[57.1 µM]	-2%	1.0
COc1ccc(C)cc1S(=O)(=O)N(C)CC(N)=O	0	19%	14%	2%	4%	-10%	1%	1.2
O=C(/C=C/c1cccc([N+](=O)[O-])c1)NC1CC2CCC1C2 (stereo not drawn)	1	0%	-1%	-18%	4%	-1%	-5%	-1.2
COc1ccc(CCNC(=O)/C=C/c2cc(OC)c(OC)c(OC)c2)cc1OC	3	-5%	13%	-2%	7%	-2%	1%	1.4
O=C(NCC1CCCO1)c1ccc[nH]1 (stereo not drawn)	-8	1%	-4%	3%	1%	1%	-4%	-4.5

A draw from above in order of length of the SMILES, rising.
SMILES	PI5P4K alpha inh	EPAC1 ag	EPAC1 antag	PLK1 PBD block	EPAC2 antag	WRN helicase inh	MmCpn inh	CCT chaperon mod
COc1ccc(C)cc1S(=O)(=O)N(C)CC(N)=O	0	19%	14%	2%	4%	-10%	1%	1.2
O=C(/C=C/c1cccc([N+](=O)[O-])c1)NC1CC2CCC1C2 (stereo not drawn)	1	0%	-1%	-18%	4%	-1%	-5%	-1.2
COC(=O)Nc1ccc(S(=O)(=O)N2CCCC(C(=O)NC3CCCCC3)C2)cc1 (stereo not drawn)	1	0%	-19%	-10%	-6%	-19%	5%	1.4

Next compounds.
SMILES	PI5P4K alpha inh	EPAC1 ag	EPAC1 antag	PLK1 PBD block	EPAC2 antag	WRN helicase inh	MmCpn inh	CCT chaperon mod
CCOC(=O)c1cc2c(=O)n3ccccc3nc2n(C(C)C)c1=NC(=O)c1ccncc1	-15	-2%	9%	?	5%	3%	-4%	-1.9
CC(=O)c1ccc(NC(=S)N2CCCC2)cc1	0	11%	1%	-12%	-3%	6%	1%	-3.5
C[C@@H]1CN([C@H](C)CO)C(=O)c2cc(Br)cnc2O[C@@H]1CN(C)C(=O)NC1CCCC1	0	-4%	1%	3%	-10%	-8%	.	-0.9
COc1ccc(/C=N/N2C(=O)CSC2=S)cc1	.	3%	-9%	-28%	-4%	-10%	.	-2.3
O=C(C1CCN(S(=O)(=O)c2cnc[nH]2)CC1)N(CCc1ccccc1)Cc1ccccc1	-11	0%	-16%	-7%	8%	5%	-1%	-2.1
COCCNC(=O)C1CC2Cn3c(nc4ccccc43)C2N1C (stereo not drawn)	0	2%	-20%	0%	-1%	4%	1%	1.4
CCOC(=O)Cn1c(=O)c(-c2cc(Br)ccc2N)nc2ccccc21	5	-2%	-2%	-9%	53%[activator]	-2%	1%	-1.3
CCCCCC(=O)NC(CC(=O)OC)c1ccc2c(c1)OCO2 (stereo not drawn)	2	8%	9%	-5%	-1%	-4%	1%	0.9
O=C(NC12CC3CC(CC(C3)C1)C2)c1cccc(OC(F)F)c1	-3	8%	-30%	6%	-5%	-5%	2%	-0.3
CCc1nn(CC(=O)N2CCN(CC)CC2)c(=O)c2cccn12	10	1%	9%	-3%	0%	-3%	0%	0.6
COc1ccc(NC(=O)C2CCCN(S(=O)(=O)c3ccc4c(c3)oc(=O)n4C)C2)cc1OC (stereo not drawn)	1	3%	-4%	1%	4%	-12%	1%	-2.1
Cc1ccc(-c2nc3ccc(C)cn3c2Cc2ccccn2)cc1	4	7%	-4%	-9%	-23%	-6%	.	-0.5
Cc1cc(C)nc(NC(=O)c2c(-c3ccccc3Cl)noc2C)c1	-4	0%	-7%	-9%	-1%	2%	-6%	0.0
COc1ccc(-c2nc(SCC(=O)NCc3ccco3)c(-c3ccccc3)[nH]2)cc1OC	-2	14%	-6%	-6%	-3%	-14%	-1%	-1.4
Cc1cc(=O)[nH]c(SCC(=O)N2CCN(S(=O)(=O)c3ccccc3)C2)n1	0	-3%	6%	2%	10%	6%	6%	-0.1
COc1ccc(S(=O)(=O)NNC(=O)c2csc(-n3nc(C)cc3C(F)(F)F)n2)cc1OC	-1	-2%	7%	-5%	9%	-11%	-2%	-2.8
Fc1ccc(NCc2nnc(SCc3ccccc3)o2)cc1	4	4%	-3%	-5%	0%	-9%	1%	0.5
CC(C)C1C(C#N)=C(N)Oc2n[nH]c(-c3cccs3)c21 (stereo not drawn)	.	6%	3%	-7%	-5%	4%	0%	-2.0
Cc1noc(/C=C/N(C)C)c1S(=O)(=O)N1CCCC(C(=O)NC(C)c2ccccc2)C1 (stereo not drawn)	.	18%	4%	8%&-6%	-3%	-9%	-1%	-0.7
CCOc1ccccc1Nc1nnc(SCC(=O)N2CCCC2)s1	2	9%	16%	-6%	8%	9%	1%	-2.5
COCCNC(=O)CN(C(=O)CCC(=O)Nc1ccccn1)c1ccc(C)c(C)c1	-2	0%	-5%	-4%	10%	7%	-1%	0.0
CC(C)(C)NC(=O)C(c1ccccc1)n1c(=O)c(-c2cc3ccccc3[nH]2)nc2ccccc21 (stereo not drawn)	5	10%	-23%	-7%	1%	-5%	.	.
N#CCCN(C(=O)COC(=O)c1ccc(S(=O)(=O)Nc2ccccc2)cc1)c1ccccc1	4	-5%	-4%	-4%	-10%	2%	0%	-0.2
CCCN(C)C1CN(Cc2cn(CCCOC)nn2)S(=O)(=O)C1 (stereo not drawn)	-1	9%	-1%	-16%	1%	3%	.	-0.3
CCCCN1CC[C@H]2C=CC[C@@H](C(=O)Nc3nccs3)[C@H]2C1=O	-7	-17%	2%	-8%	8%	-4%	.	-1.2
Cc1nn(-c2ccccc2)c(N2CCCC2)c1/C=C1\N=C(c2ccc(F)cc2)OC1=O	-8	2%	-1%	-19%	28%	2%	0%	-0.5
COc1ccc(-n2c(=S)[nH]c(=O)c3cccnc32)cc1	0	3%	6%	-5%	-6%	3%	-1%	-2.7
CC1Oc2ccccc2C=C1/C=N/Nc1ccc(C(=O)O)cc1 (stereo not drawn)	-29	3%	1%	24µM*	-23%	-4%	0%	-2.3
O=C(Cn1c(C(=O)OCCO)cc2ccccc21)c1ccccc1	5	-5%	-22%	-4%	5%	-1%	-10%	-3.6
Cc1nn(CCOc2ccccc2)c(=O)n1-c1ccc(Cl)cc1	4	-2%	-24%	-8%	-1%	-3%	2%	-2.3
CC(C)(C)C(=O)Cn1c(=N)n(Cc2ccccc2Cl)c2ccccc21	0	-16%	-8%	?	4%	8%	0%	-0.3
Cc1ccc(NC(=O)CCN2C(=O)c3cccc4cccc(c34)C2=O)cc1	-8	-3%	-2%	-11%	0%	2%	4%	-5.3
CC(C)NC(=O)CSc1nc2ccccc2n1-c1ccccc1	.	-10%	3%	-1%	12%	-16%	2%	2.7
